Screening results as filed in PubChem.
APJ antag: APJ receptor antagonism; P35414; inhibition, % at 20 µM; 330,000 tested, 0.32% active; AID 2521; CHO-K1 APJ beta-arrestin complementation, luminescence;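 active means inhibition above about 40% at 20 µM, limit read from the data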;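 further: cells challenged with 10 nM apelin-13 agonist together with compound; plate controls were apelin-13 plus DMSO wells for no effect and DMSO wells lacking apelin-13 for full effect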
UPR CHOP act: activators of apoptotic arm of unfolded protein response (CHOP). AID 449763. 330,000 tested, 0.34% active. CHO-CHOP luciferase reporter, UPR activation, luminescence; percent of tunicamycin response over DMSO baseline. activation, % at 10 µM;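 active means at 10 µM dose, activation of 40% or more, normalized to positive control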;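 further: 100% = tunicamycin at 10 µg/mL and 0% = DMSO alone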
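System: CHO CHOP reporter cells. Amount: 500 cells per well. Buffer or medium: F12 medium, 10% FBS. Compound dosing: one dose, 10 µM in 0.5% DMSO. Incubation: 6 h compound exposure at 37 °C after overnight seeding. Technique: Steady-Glo luciferase luminescence. Benchmarks: tunicamycin and DMSO controls.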
TIM10 inh: inhibits growth of TIM10 yeast strain | S. cerevisiae TIM10 strain growth, BacTiter-Glo luminescence, 24 h | inhibition, % at 10 µM | 330,000 tested, 1.4% active | AID 463195;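 active means inhibition of 40% or more at the single tested concentration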;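 further: wild-type TIM10 isogenic control strain grown at permissive 25 °C; 0% = DMSO yeast wells and 100% = minimal medium wells without yeast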
UPR XBP1 act: adaptive UPR (XBP1) activation; CHO-XBP1 luciferase reporter, IRE1-XBP1 UPR activation, luminescence; percent of tunicamycin response, DMSO as zero; activation, % at 20 µM; 330,000 tested, 0.33% active;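 active means versus positive control, 20 µM dose yields 30% or more activation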;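 further: 100% = tunicamycin at 10 µg/mL and 0% = DMSO only wells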
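incubation = overnight seeding at 37 °C, 6 h compound treatment at 37 °C | assay system = CHO-XBP1 cells stably carrying IRE1-XBP1-driven luciferase reporter | input = 1000 cells per well | detection = luciferase luminescence | dosing = single point, 20 µM final compound, 1% DMSO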
APJ ag: activates the human apelin receptor APJ | CHO-K1 APJ PathHunter beta-arrestin, luminescence; 0% DMSO wells, 100% apelin | 330,000 tested, 0.11% active | P35414 | activation, % at 20 µM;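 active means activation more than six SD over the plate average, tested at 20 µM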;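 further: 0% = DMSO alone and 100% = apelin-13 at 10 nM; some results filed as inactive read as strong as hits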
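Assay system: CHO-K1 APJ beta-arrestin complementation cell line / Compound: single test compound dose, 20 µM final, 1% DMSO / Times: overnight seeding, 90 min compound at 25 °C, 1 h detection / Technique: beta-gal luminescence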
tim10-1 inh: inhibits growth of tim10-1 mutant yeast; S. cerevisiae tim10-1 ts strain growth, BacTiter-Glo, 24 h; 330,000 tested, 2.2% active; AID 463190; inhibition, % at 20 µM;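 active means inhibition of at least 40%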;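 further: mutant grown at 25 °C; 0% = DMSO wells with yeast and 100% = wells holding no yeast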
CXCR6 inh: blocks human CXCR6 beta-arrestin recruitment; CHO-K1 PathHunter CXCR6 beta-arrestin, luminescence; AID 602244; inhibition, % at 20 µM; O00574; 360,000 tested, 0.36% active; in the data active means inhibition above about 34%, passing the limit was not always enough;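 further: antagonist mode with CXCL16 agonist at 10 nM final; 0% = 10 nM CXCL16 with DMSO and 100% = unstimulated wells without agonist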
tim23-1 inh: growth inhibitors of tim23-1 mutant yeast | S. cerevisiae tim23-1 growth, BacTiter-Glo luminescence, 24 h | inhibition, % at 20 µM | 330,000 tested, 1.3% active;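 active means growth inhibition of the mutant yeast at or above 50%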;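 further: temperature-sensitive mutant grown at 25 °C; plate controls were DMSO-treated mutant yeast for no effect and medium wells lacking yeast for full effect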
Mdm2 MdmX PPI: disrupts the human Mdm2-MdmX interaction. SaOS-2 split-luciferase Mdm2/MdmX complementation, luminescence. inhibition, % at 8 µM. 330,000 tested, 3% active;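 active means inhibition of at least 50% at 8 µM in the primary screen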
Target sequence (O15151 whole entry, looked up): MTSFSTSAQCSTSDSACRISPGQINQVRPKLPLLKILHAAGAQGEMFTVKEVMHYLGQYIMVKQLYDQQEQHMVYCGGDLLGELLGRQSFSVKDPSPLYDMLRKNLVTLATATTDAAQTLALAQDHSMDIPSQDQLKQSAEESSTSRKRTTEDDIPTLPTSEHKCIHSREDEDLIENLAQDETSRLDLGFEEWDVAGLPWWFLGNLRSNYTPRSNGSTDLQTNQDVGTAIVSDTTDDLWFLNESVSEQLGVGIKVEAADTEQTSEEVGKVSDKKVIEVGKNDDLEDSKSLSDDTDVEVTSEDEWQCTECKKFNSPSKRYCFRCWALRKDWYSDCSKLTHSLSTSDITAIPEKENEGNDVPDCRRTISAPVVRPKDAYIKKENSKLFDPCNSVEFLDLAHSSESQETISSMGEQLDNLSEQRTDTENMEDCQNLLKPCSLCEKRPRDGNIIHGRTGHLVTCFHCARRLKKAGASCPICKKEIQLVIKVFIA
Target sequence (Q00987 whole entry, looked up): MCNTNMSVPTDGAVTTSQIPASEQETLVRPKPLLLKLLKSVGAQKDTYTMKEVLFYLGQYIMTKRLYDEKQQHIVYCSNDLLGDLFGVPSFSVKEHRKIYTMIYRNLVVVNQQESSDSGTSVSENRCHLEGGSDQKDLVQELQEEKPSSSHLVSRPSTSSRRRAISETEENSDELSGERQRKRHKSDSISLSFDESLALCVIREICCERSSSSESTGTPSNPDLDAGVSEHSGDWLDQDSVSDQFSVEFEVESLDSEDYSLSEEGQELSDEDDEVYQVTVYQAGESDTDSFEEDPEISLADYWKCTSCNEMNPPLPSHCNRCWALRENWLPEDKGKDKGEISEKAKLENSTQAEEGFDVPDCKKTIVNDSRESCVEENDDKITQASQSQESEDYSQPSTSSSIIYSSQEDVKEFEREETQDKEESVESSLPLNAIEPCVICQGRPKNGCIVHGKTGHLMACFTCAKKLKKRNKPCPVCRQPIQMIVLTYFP
Starred values were filed as active, the others as inactive; . = no result given. This is a subset; the hit share may differ from the screen's.

SMILES	APJ antag	UPR CHOP act	TIM10 inh	UPR XBP1 act	APJ ag	tim10-1 inh	CXCR6 inh	tim23-1 inh	Mdm2 MdmX PPI
CCOC(=O)/C=C/c1ccc(C(F)(F)F)cc1S(=O)(=O)NC(C)(C)C	-7	3.2	25	4	-2	44*	2	42	16
Nc1nnn(CC(=O)N/N=C/c2cn[nH]c2-c2ccccc2)n1	11	-0.1	3	-1	2	-15	-3	-11	9
CC(C)(C)OC(=O)N1Cc2ccccc2C[C@H]1C(=O)NCC(=O)NC1CCCCC1	-9	-0.6	13	-1	-4	18	-1	10	4
CCNS(=O)(=O)c1cc(OC)c(Cl)cc1OC	3	0.3	-5	2	1	15	-4	7	4
CC(C)(CNC(=O)Cc1ccc(Cl)cc1Cl)N1CCOCC1	-7	0.0	12	-4	1	-14	0	8	-31
CN1CCN(CC(=O)NC(=O)NC2CCCCC2)CC1	16	0.5	2	-1	-1	-16	5	-8	-15
O=C1c2cccc3cccc(c23)C(=O)N1CCc1ccccc1	18	5.6	20	2	-4	14	11	8	-92
CC1=C(C#N)C(NC(=O)c2ccco2)(C(F)(F)F)C(=O)N1 (stereo unspecified)	8	-0.4	-9	3	-3	-1	-2	-2	13
CCOC(=O)C1=C(C)NC(=O)NC1c1ccccc1OCc1c(F)cccc1Cl (stereo unspecified)	9	-1.2	25	1	4	30	0	29	-10
Cc1cc(C)c(NC(=O)c2ccccc2N(C)S(C)(=O)=O)c(C)c1	4	-1.9	6	0	-3	5	0	4	6
CCOc1ccc(OCC)c(S(=O)(=O)n2ccnc2C)c1	-1	-0.4	-49	-1	-1	-22	-16	-82	20
O=[N+]([O-])c1ccc(Cl)c(/C=N/n2c(-c3cccnc3)n[nH]c2=S)c1	-33	4.9	-6	0	5	18	.	14	20
CCCCNC(=O)c1ccc2c(=O)n(CCCOCC)c(=S)[nH]c2c1	-2	-1.0	6	0	-2	8	2	-1	28
CSc1ccccc1C(=O)N1CCOCC1	3	-1.4	-10	-4	0	8	3	6	15
O=C1NC(=Nc2ccccc2)c2c1cccc2[N+](=O)[O-]	0	0.4	11	2	1	15	-6	5	3
CCC(=O)c1ccc(OCC(=O)Nc2ccccc2N2CCOCC2)cc1	15	-1.2	27	-1	0	35	-5	30	3
COc1ccc(N2CCN(Cc3nc4c(c(=O)n(C)c(=O)n4C)n3C(C)C(C)=O)CC2)cc1 (stereo unspecified)	2	1.8	9	0	-3	-16	5	3	18
COc1ccc(/C=C/C(=O)O)cc1S(=O)(=O)N1CCCc2ccccc21	7	-0.1	-10	-2	-2	10	-4	11	-16
CS(=O)(=O)N(CCc1ccccc1)CC(=O)NCc1ccncc1	-5	-0.8	-3	-3	-3	13	-6	13	-1
COc1ccc2c(=O)c(-c3ccc4c(c3)OCO4)coc2c1	16	-3.6	1	-5	-3	-4	3	-10	-11
COc1ccc(CNC(=O)CCCn2c(SCC#N)nc3cc4c(cc3c2=O)OCO4)cc1	14	1.8	2	2	-5	14	4	-1	16
O=C(Nc1ccc(N2CCOCC2)cc1)C1(S(=O)(=O)c2ccccc2)CC1	-8	-1.0	-24	4	0	0	-7	8	-1
CCCCC(=O)Nc1nnc(S(=O)(=O)N(C)Cc2ccco2)s1	-15	-1.7	-11	-4	-2	-4	6	6	22
O=C(NCc1ccc2c(c1)OCO2)c1cc([N+](=O)[O-])ccc1N1CCOCC1	14	-0.2	0	-3	-5	2	0	0	42
COc1ccc(N2C(=O)CC(N3CCN(C4CCc5ccccc5C4)CC3)C2=O)cc1 (stereo unspecified)	-19	8.1	-9	-2	-6	-6	1	6	-8
Cc1ccc(-n2nc3c(c2NC(=O)c2ccccc2Br)CS(=O)C3)cc1 (stereo unspecified)	9	-0.8	-7	-2	-1	8	3	6	-16
O=C1NC2(CCCCC2)Oc2ccccc21	10	-1.2	-7	4	-4	9	-7	4	7
CCN(Cc1nc2ccccc2c(=O)[nH]1)C(=O)COc1ccccc1Cc1ccccc1	0	0.3	-8	-1	-3	17	10	36	34
CCC(=O)N1CCN(c2nc(C)nc3sc(C)c(C)c23)CC1	23	-1.4	3	1	2	4	-2	-1	7
O=C(CSCc1nc2c(nnn2Cc2ccc(F)cc2)c(=O)[nH]1)Nc1c(Cl)cc(Cl)cc1Cl	-6	1.8	-11	-1	-3	-8	-2	-21	21
CCOC(=O)C1(Cc2ccccc2Cl)CCN(S(C)(=O)=O)CC1	-14	0.3	5	3	-3	9	1	22	18
O=C(CS(=O)(=O)c1ccccc1)Nc1ccc(S(=O)(=O)Nc2ccccn2)cc1	0	-0.9	10	2	-2	0	3	14	27
Cc1noc(C)c1S(=O)(=O)N1CCCC(C(=O)NC2CCCCC2)C1 (stereo unspecified)	15	-1.0	5	-3	-2	6	-7	0	15
CCN1C(=O)[C@H]2[C@@H](c3ccc(C)cc3)N3C(=O)N(c4cccc(Br)c4)C(=O)[C@@]3(Cc3ccccc3)[C@H]2C1=O	-4	7.6	4	-1	-1	5	-5	14	27
COCc1cc(C)nc(OCC(=O)N/N=C/c2ccc(-c3cccc([N+](=O)[O-])c3)o2)c1C#N	14	-2.9	5	-3	-4	12	.	9	14
CN1CCN(c2ccc(NC(=O)c3ccc(C#N)cc3F)cc2Cl)CC1	6	3.2	8	0	0	8	-3	-16	-5
O=C(O)CNC(=O)CC1S/C(=N/N=C2\CSC(=O)N2)NC1=O (stereo unspecified)	-2	0.8	8	1	-4	5	3	12	-5
Clc1ccc(-c2nnc3n2CCCCS3)cc1	0	-0.3	0	-1	1	3	2	10	17
O=C(CN1CCOc2ccccc21)N1CCCC1	7	-2.2	-6	-1	-3	-1	-4	7	6
O=C1CCC(=O)N1CCCCCc1nc(-c2ccccc2)no1	13	2.2	1	-4	-2	7	5	0	-24
CCCc1nc(N2CCN(C)CC2)c2sc(=S)n(-c3ccccc3)c2n1	6	1.7	-12	1	-2	22	7	35	30
O=C(COC(=O)CCc1ccc(S(=O)(=O)N2CCOCC2)cc1)NCc1ccc(Cl)cc1	11	0.4	14	-1	1	2	2	6	-19
Cc1nn(CC(=O)Nc2ccc(S(N)(=O)=O)cc2)c(=O)c2ccccc12	15	2.4	-6	-2	-3	6	-2	-13	-29
CN(C(=O)c1ccccc1C(=O)OCC(=O)Nc1ccccc1)c1ccccc1	-19	-2.5	9	-3	-1	37	-5	28	-7
CCCn1c(=O)c(C(=O)Nc2c(C)n(C)n(-c3ccccc3)c2=O)c(O)c2ccccc21	-12	-2.1	6	1	26*	10	9	14	11

As entered above.
Under UPR CHOP act, O=C(COC(=O)CCc1ccc(S(=O)(=O)N2CCOCC2)cc1)NCc1ccc(Cl)cc1 has 0.4
Under TIM10 inh, COCc1cc(C)nc(OCC(=O)N/N=C/c2ccc(-c3cccc([N+](=O)[O-])c3)o2)c1C#N has 5

Whole records as entered above:
O=C1CCC(=O)N1CCCCCc1nc(-c2ccccc2)no1 across the screens: APJ antag: 13; UPR CHOP act: 2.2; TIM10 inh: 1; UPR XBP1 act: -4; APJ ag: -2; tim10-1 inh: 7; CXCR6 inh: 5; tim23-1 inh: 0; Mdm2 MdmX PPI: -24
CCOC(=O)C1(Cc2ccccc2Cl)CCN(S(C)(=O)=O)CC1 across the screens: APJ antag: -14; UPR CHOP act: 0.3; TIM10 inh: 5; UPR XBP1 act: 3; APJ ag: -3; tim10-1 inh: 9; CXCR6 inh: 1; tim23-1 inh: 22; Mdm2 MdmX PPI: 18

Remaining list, next part.
SMILES	APJ antag	UPR CHOP act	TIM10 inh	UPR XBP1 act	APJ ag	tim10-1 inh	CXCR6 inh	tim23-1 inh	Mdm2 MdmX PPI
Cc1cccc(C)c1-n1nnnc1C1(Nc2ccccc2)CCCCC1	15	2.6	18	-6	-1	33	12	42	22
COc1cccc(C(=O)COC(=O)COc2c(C)cc(C)cc2C)c1	9	0.2	7	-2	-5	10	5	14	-3
C=CCn1c(SCC(=O)c2c(N)n(C)c(=O)n(C)c2=O)nnc1-c1ccncc1	-8	-1.5	5	-3	-3	11	7	-9	-2
Cc1ccc(Cl)cc1NC(=S)N(CCN(C)C)Cc1cccs1	-11	0.3	5	0	-2	21	8	24	9
CC1CCCC(NC(=S)NC(=O)c2cncc(Br)c2)C1C (stereo unspecified)	20	-1.0	29	0	-4	14	7	-56	8
COCCn1c(-c2cccc(Br)c2)nc2c(c(=O)c3ccccc3n2C)c1=O	0	-0.3	17	3	0	5	1	20	13
CCOc1cc(CN2CCCC(C(=O)c3cccc(C(F)(F)F)c3)C2)ccc1O (stereo unspecified)	8	2.0	8	1	-3	19	9	17	7
O=C(N/N=C/c1cc(Br)cc(Cl)c1O)c1ccc2c(c1)OCO2	10	-3.2	43*	0	0	-3	-1	57*	50*
O[C@@H]1[C@@H](O)C=C2CCN3Cc4cc5c(cc4[C@H]1C23)OCO5 (stereo partly specified)	14	-3.0	90*	0	9	88*	8	76*	84*
CCCNC(=O)Cn1nc([N+](=O)[O-])c([N+](=O)[O-])c1C	-27	-2.4	-2	1	0	16	-11	9	1
O=C(O)C(=O)/C(=C\c1cccc2ccccc12)c1ccc2ccccc2n1	-2	0.0	37	-1	-4	34	6	44	30
CCCC(C)c1nnc(NC(=O)CS(=O)(=O)Cc2ccccc2)s1 (stereo unspecified)	6	-3.4	5	0	0	25	-9	20	-7
Cc1ccc(C(=O)Nc2nnc(-c3ccc(C(C)(C)C)cc3)s2)cc1	3	-0.7	-1	1	2	7	-15	11	17
CCN(c1cccc(C)c1)S(=O)(=O)c1cc2c3c(c1)CCC(=O)N3CCC2	10	-0.5	-16	0	8	-1	4	0	12
CCOC(=O)C1(Cc2ccccc2C)CCCN(C(=O)c2ccnn2C)C1 (stereo unspecified)	10	2.9	6	-1	-4	17	6	21	-28
COc1ccc(-c2cc(C(=O)N3CCN(c4ccccc4F)CC3)c3ccccc3n2)c(OC)c1	-3	3.5	39	-1	5	54*	18	57*	41
COC(=O)c1sc(=S)sc1C(=O)OC	5	0.8	10	1	-4	24	-9	36	10
Cc1occc1-c1nnc(SCC(=O)NCC2CCCO2)n1C (stereo unspecified)	-8	0.3	-6	-3	-2	1	-6	1	-2
C=CCNC(=O)CC1Nc2c3ccccc3nc(=S)n2C1=O (stereo unspecified)	-29	0.1	-17	2	-4	18	-7	18	-1
CCN(CC)C(=O)Cn1cc(C(=O)C(=O)NCc2ccco2)c2ccccc21	14	0.6	15	-3	-1	20	1	15	21
CC(C)n1nc(C(=O)Nc2ccc(-n3cnnn3)cc2)c2ccccc2c1=O	-13	-0.5	21	-1	5	20	6	19	8
COC(=O)C(Cc1ccccc1)NC(=O)c1cccc(S(=O)(=O)N(C)C)c1 (stereo unspecified)	10	1.1	-14	7	1	-7	5	6	5
Cc1cc(C)cc(NS(=O)(=O)Cc2ccccc2)c1	7	1.1	-2	-5	-1	20	11	12	10
Cc1ccccc1NC(=O)NCCCN1CCN(c2ccccc2)CC1	0	1.7	1	-2	-5	6	4	0	-10
COc1ccc(NC(=O)Cn2c(=O)n(CC(=O)NCc3ccco3)c(=O)c3ccccc32)cc1OC	8	-3.5	10	-1	-7	16	-3	-16	9
COc1ccc(OCC(=O)Nc2nonc2NC(=O)COc2ccc(OC)cc2)cc1	-1	0.0	1	0	-3	3	0	1	2
